uPA surface inh: blocks generation of uPA at the cell surface. cell surface uPA generation assay, qHTS. Potency, µM (doses to about 38.3 µM), without a hit: top-dose activity change, negative = inhibition, hits mostly inhibitors. 0.31% of 330,000 active; active = well fitted inhibition curve with a large enough effect; inconclusive = small, poorly fitted or top-dose-only effect; inactive = no such curve, though single readings can be large or run the other way; tested in mouse RAW 264.7 cells; also: potency is read from the fitted curve at half-maximal effect; % is scaled to controls: 0 for no effect and ±100 for the full control effect; nearly all actives have a fitted effect of over 55% in size
B2AR arrestin: recruits beta-arrestin to the human beta2-adrenergic receptor. beta-arrestin recruitment to beta2AR, cell-based reporter. Potency, µM (series often up to 46.1 µM), without a hit: at the top dose activation, hits mostly activators. 0.02% of 330,000 active. AID 492947;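 also: potency is read from the fitted curve at half-maximal effect; 0% = DMSO controls and full agonism = EC100 isoproterenol or metaproterenol; nearly all actives have a fitted effect of over 65% in size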
Mito fusion yeast: mitochondrial division inhibition or fusion activation; S. cerevisiae fusion-defective mutant growth rescue, CellTiterGlo 48 h; Potency, µM (highest dose often 46.1 µM), inactives show at the highest dose growth rescue (activation), usual class: activators; 0.23% of 320,000 active; AID 485298;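 also: potency is read from the fitted curve at half-maximal effect; % of control where 0% means no effect; nearly all actives have a fitted effect of over 45% in size; temperature-sensitive fusion mutants such as fzo1-1 at 37 °C on non-fermentable ethanol glycerol medium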
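Growth-rescue viability read-out: after 48 h at the non-permissive 37C in glycerol/ethanol YPEG, yeast mitochondrial fusion mutants are measured by CellTiterGlo luminescence; compounds (23 nl pinned per well) restoring growth score as division inhibitors or fusion activators.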
ELG1 DNA repair: blocks ELG1-dependent DNA repair in HEK293T cells; HEK293T ELG1-luciferase reporter, luminescence, 16 h; DNA damage induced by 5-fluorouridine; Potency, µM (titrated, usually from 46.1 µM), for the others: top-dose activity change, negative = inhibition, most hits filed as inhibitors; 2.3% of 330,000 active; also: potency is read from the fitted curve at half-maximal effect; % is scaled to controls: 0 for no effect and ±100 for the full control effect; nearly all actives have a fitted effect of over 55% in size
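Overnight (16 hr) co-exposure of 2,000 cells/well to 5-fluorouridine and compound at 37 °C preceded detection. Luciferase was quantified via ONE-Glo luminescence; loss of signal denotes inhibition.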
Tb PFK inh: blocks T. brucei phosphofructokinase. O15648. T. brucei PFK, ADP-Glo luminescence. Potency, µM (highest dose often 57.5 µM), without a hit: at the top dose activity, negative = inhibition, usual class: inhibitors. 0.17% of 330,000 active;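 also: potency is read from the fitted curve at half-maximal effect; 0% = uninhibited 1x PFK enzyme wells and -100% = no-enzyme wells; nearly all actives have a fitted effect of over 60% in size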
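PFK 1.25 nM, F6P 0.5 mM, ATP 0.1 mM, 0.1 M TEA pH 8.0, 5 mM MgCl2, 0.01% Tween20, 0.1% BSA; 45 min RT. ADP-Glo readout. qHTS titration up to 57 uM; curves fitted, compounds curve-classed.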
Eya2 inh: blocks the phosphatase activity of human Eya2 | O00167 | recombinant Eya2, OMFP fluorescence dephosphorylation (OMFP is methylfluorescein phosphate) | Potency, µM (titrated, usually from 76.9 µM), inactives show at the top dose activity, negative = inhibition, hits mostly inhibitors | 0.006% of 330,000 active; also: potency is read from the fitted curve at half-maximal effect; % is scaled to controls: 0 for no effect and ±100 for the full control effect
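Eya2 (0.2 uM) preincubated 10 min at ambient with compound, then OMFP substrate added at 50 uM; 10 min reaction in 50 mM HEPES pH 7.5, 50 mM NaCl, 5 uM MgCl2, 0.05% BSA, 1 mM DTT. Fluorescence read at Ex 485/Em 525 nm.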
PTAP TSG101 blk: blocks PTAP/TSG101 interaction to inhibit HIV-1 budding; Q99816; Fluorescence polarization, FITC-PTAP peptide / Tsg101 binding; 340,000 tested, under 10 active; AID 493005; Potency, µM (titrated, usually from 115 µM), inactives show top-dose activity change, negative = inhibition, actives largely listed as inhibitors; active = well fitted inhibition curve with a large enough effect in the main read-out, with a control signal flat, not every such curve was filed as active; inconclusive = small, poorly fitted or top-dose-only effect, or effect the other way, or a change in a side signal; inactive = no such curve, though single readings can be large or run the other way; also: potency is read from the fitted curve at half-maximal effect; % of control where 0% means no effect
Target sequence (Q99816 whole entry, looked up): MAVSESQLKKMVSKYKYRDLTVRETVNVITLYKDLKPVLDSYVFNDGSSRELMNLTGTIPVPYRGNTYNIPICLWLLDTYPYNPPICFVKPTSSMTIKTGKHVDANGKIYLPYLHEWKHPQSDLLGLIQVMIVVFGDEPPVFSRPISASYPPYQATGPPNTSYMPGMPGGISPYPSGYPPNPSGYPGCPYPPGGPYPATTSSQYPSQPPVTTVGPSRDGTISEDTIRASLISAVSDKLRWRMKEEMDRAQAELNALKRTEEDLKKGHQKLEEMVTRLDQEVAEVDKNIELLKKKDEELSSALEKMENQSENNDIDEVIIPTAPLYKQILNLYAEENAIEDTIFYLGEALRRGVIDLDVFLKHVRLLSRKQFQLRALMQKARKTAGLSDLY
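Tsg101 binding domain (10 uM final) was mixed with compound and a FITC-labeled PTAP peptide (50 nM final) in HEPES pH 7.5 buffer with NaCl, Tween 20, EDTA and TCEP; fluorescence polarization was read after 20 min at r.t.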
TCR act: activators of T cell receptors; primary human leukocytes, anti-CD3, IL-2 HTRF, 48 h; Potency, µM (series often up to 9.22 µM), without a hit: at the top dose activation of IL-2 secretion, hits mostly activators; 330,000 tested, under 10 active; AID 504894; also: % of control where 0% means no effect
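Activity was scored as IL-2 release from primary human leukocytes given only a TCR signal (a-CD3 beads) plus compound for 48 hr. Detection used a two-antibody HTRF format read at 665nm.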
USP2a block: USP2a (human) protease inhibition | O75604 | USP2 core, Ub-CHOP2 coupled fluorogenic reporter, 485/531 | Potency, µM (titrated, usually from 38.3 µM), without a hit: top-dose activity change, negative = inhibition, usual class: inhibitors | 0.01% of 330,000 active;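 also: potency is read from the fitted curve at half-maximal effect; plate controls were DMSO wells for no effect and full inhibition by NEM control for full effect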
Target sequence (O75604 whole entry, looked up): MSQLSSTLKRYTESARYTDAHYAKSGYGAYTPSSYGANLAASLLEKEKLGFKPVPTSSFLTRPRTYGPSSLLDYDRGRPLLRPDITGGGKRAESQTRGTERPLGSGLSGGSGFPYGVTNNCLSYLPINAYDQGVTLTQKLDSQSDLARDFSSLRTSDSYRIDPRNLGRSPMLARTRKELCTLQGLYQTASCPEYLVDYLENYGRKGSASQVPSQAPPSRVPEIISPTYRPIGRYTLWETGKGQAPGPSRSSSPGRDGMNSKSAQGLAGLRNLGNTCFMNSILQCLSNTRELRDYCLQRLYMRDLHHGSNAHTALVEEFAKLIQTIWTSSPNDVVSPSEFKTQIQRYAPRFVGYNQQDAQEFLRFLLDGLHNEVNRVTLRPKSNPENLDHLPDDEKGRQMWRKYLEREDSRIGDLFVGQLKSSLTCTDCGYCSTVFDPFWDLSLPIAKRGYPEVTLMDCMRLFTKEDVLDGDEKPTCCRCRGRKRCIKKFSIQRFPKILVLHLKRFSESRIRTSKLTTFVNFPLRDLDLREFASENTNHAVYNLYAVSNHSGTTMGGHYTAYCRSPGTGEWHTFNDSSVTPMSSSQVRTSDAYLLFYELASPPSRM
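Cell-free coupled assay: 10nM USP2 core preincubated 30min RT with compound in Tris-HCl pH 8.0/CaCl2/CHAPS buffer, then 25nM Ub-CHOP2 and 25nM reporter substrate; fluorescence (Ex 485/Em 531) read after 60min RT, normalized to NEM inhibition, concentration-response curves fitted.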
Chronic BCR inh: inhibitors of chronic active B-cell receptor signaling | ABC-DLBCL IkBa-CBG/CBR reporter, luminescence ratio, 4 h | Potency, µM (series often up to 46.1 µM), for inactives: top-dose ratio change, negative = lower green/red ratio, usual class: inhibitors | 0.05% of 340,000 active; active = well fitted inhibition curve with a large enough effect in the signal ratio, with a control signal flat, not every such curve was filed as active; inconclusive = small, poorly fitted or top-dose-only effect, or effect the other way, or a change in a side signal; the % refers to the signal ratio;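 also: potency is read from the fitted curve at half-maximal effect; plate controls were basal doxycycline-induced cells for no effect and cells given 10 µM MG132 for full effect; MG132 reads +100%, hits lower the ratio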
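Cell line TMD8 (human ABC DLBCL), stably expressing tet-inducible CBG68-IkBa fusion and CBR; IMDM/0.5% FBS; cpd up to 46 uM; dox induction, 4 h, 37C/5% CO2; dual luminescence; green/red ratio; MG132 control.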
TSHR antagonist: blocks TSH signaling through the human TSH receptor; P16473; TSHR-expressing cells, TSH-stimulated cAMP HTRF, 2 h; hits give low values; activity change, negative = inhibition, % at 11.5 µM; 0.2% of 330,000 active; AID 504810;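 active = activity change below a set negative limit, meaning inhibition stronger than a set level, cut at about -70% in these data; inconclusive = activity change between two set negative limits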; also: % is scaled to controls: 0 for no effect and ±100 for the full control effect
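Read-out is FRET at 665 nm (cryptate excitation 337 nm) from a cryptate-tagged anti-cAMP antibody, competed by cell cAMP against cAMP-d2. Compounds are tested on freshly harvested TSHR cells challenged with 4nM TSH (EC80) for 2 hours at 37 deg C.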
An asterisk follows results filed as active; u = inconclusive; x = not tested or not shown; [ ] = remark or other dose. Unless noted, calls follow the shape of the dose curve; as a rule, active = well fitted curve in the direction sought with a large enough effect; inconclusive = small, poorly fitted or top-dose-only effect, or another doubt; inactive = no such curve, though single readings can be large; an effect the other way counts as inactive or inconclusive.

Values run as follows: uPA surface inh	B2AR arrestin	Mito fusion yeast	ELG1 DNA repair	Tb PFK inh	Eya2 inh	PTAP TSG101 blk	TCR act	USP2a block	Chronic BCR inh	TSHR antagonist
CC1(C)Cc2c(c(-c3ccccc3)[nH]c(=O)c2C#N)CO1
  -11%	-0.3%	17%	0%	2%	2%	-1%	-1%	3%	5%	-21
CCN1CCN(Cc2ccc(NC(=O)c3ccc(C)c(NC(=O)c4nccn4C)c3)cc2C(F)(F)F)CC1
  7%	-0.6%	-4%	-5%	16%	-3%	0%	-4%	-1%	3%	2
C=C(C)CNC(=S)Nc1cccc2cnccc12
  -10%	-0.1%	5%	u	0%	1%	4%	0%[46.1 µM]	3%	0%	44
O=C(Nc1nnc(SCc2cccc3ccccc23)s1)C1COc2ccccc2O1 (configuration not stated)
  2%	-0.5%	25%	9%	-6%	-7%	1%	2%[46.1 µM]	1%	u	-19
COc1cc(NC(=O)C(C)C)ccc1NC(=O)c1ccco1
  -25%	-0.3%	0%	u	1%	-5%	-1%	2%	3%	7%	-93*
O=C(COc1ccc2ccccc2c1)NNC(=O)Cc1ccccc1
  1%	3.4%	-3%	2%	2%	-12%	-2%	2%[46.1 µM]	1%	5%	1
O=C(CNC(=O)c1ccco1)N/N=C/c1cccs1
  -5%	-0.5%	-7%	24%	-8%	-5%	-1%	0%	0%	-13%	-5
OCCCCCN=c1cc(-c2ccccc2)oc2ccc(Cl)cc12
  -13%	0.3%	5%	u	0%	8%	-6%	4%	2%	u	-2
Cc1ccc(OCc2nnc(SC(C)C(=O)O)n2-c2ccccc2)cc1 (configuration not stated)
  3%	-0.9%	1%	0%	1%	5%	-5%	8%	1%	1%	3
Cc1cn2c(-c3ccc(Cl)cc3)nnc2s1
  -4%	-0.3%	17%	17%	-3%	2%	0%	4%	2%	-1%	0
CCOc1ccc(NC(=O)COc2ccc(C(=O)NCC3CCCO3)cc2OC)cc1 (configuration not stated)
  5%	-0.8%	3%	-8%	0%	8%	1%	4%	-2%	-1%	5
CCOC(=O)Cn1nc(-c2ccccc2)nc1-c1ccccc1
  3%	-0.2%	2%	u	-1%	1%	-7%	x	2%	1%	0
Cc1csc(=Nc2ccccc2)n1CCO
  2%	-0.3%	-2%	16%	-1%	-6%	-8%	1%[46.1 µM]	5%	-3%	3
CN(C)c1cc[n+](CC(=O)c2ccc(OC(F)F)cc2)cc1
  -2%	0.0%	-16%	u	2%	1%	-3%	7%	3%	u	0
CCCCOc1ccc(C(C)NC(=O)CCS(=O)(=O)Cc2ccccc2Cl)cc1 (configuration not stated)
  -3%	-1.2%	-2%	2%	13%	3%	-1%	-2%[46.1 µM]	3%	-2%	8
CCCC(c1nnnn1CC1CCCO1)N1CCN(c2ccccc2)CC1 (configuration not stated)
  1%	-0.8%	9%	6%	0%	4%	0%	-1%	2%	2%	1
Cc1occc1-c1nc(-c2ccncc2)no1
  -4%	-0.8%	10%	u	-2%	-28%	x	x	0%	u	2
O=C(Cn1cnc2c(nnn2-c2cccc(F)c2)c1=O)Nc1ccc2c(c1)OCCO2
  16%	-1.1%	3%	17%	1%	-18%	x	1%	2%	1%	-15
Cc1ccc(NS(=O)(=O)c2cccc(C(=O)NCCc3c[nH]c4ccccc34)c2)c(C)c1
  3%	-1.0%	-2%	u	-1%	6%	-6%	5%[46.1 µM]	2%	u	-11
COC(=O)c1c(CCl)noc1C(=O)NC(C)C
  10µM*	0.1%	-1%	5%	-1%	-2%	-1%	5%	2%	-7%	34
CCC(C)(C)n1nnnc1C(c1cc(OC)ccc1OC)N1CCC(C(N)=O)CC1 (configuration not stated)
  -2%	-0.2%	0%	0%	0%	-6%	1%	7%[46.1 µM]	0%	5%	23
COc1ccc(NC(=O)CN(C)C(=O)CCNC(=O)c2ccccc2OC)cc1
  3%	-0.3%	-1%	5%	-2%	6%	-2%	24%	-2%	8%	6
CCCCNC(=O)[C@H](Cc1c[nH]c2ccccc12)NC(=O)c1ccccc1Cl
  15%	-0.6%	1%	u	0%	-12%	-1%	-6%[46.1 µM]	-1%	5%	18
Cc1ccc(CNC(=O)Cn2ccc3cc(S(=O)(=O)N4CCCC4)ccc32)o1
  -24%	3.2%	-14%	9%	-3%	9%	-3%	-1%	1%	-1%	13
O=C(CCNS(=O)(=O)c1cccs1)NC1CCN(Cc2ccccc2)CC1
  2%	-0.1%	-3%	-2%	-5%	1%	-3%	-2%	4%	-4%	1
CCOC(=O)c1c(N)sc(C(O)(C(F)(F)F)C(F)(F)F)c1-c1ccccc1
  8%	0.0%	2%	u	-4%	-8%	-5%	x	-1%	-9%	10
CN(c1ccccc1)S(=O)(=O)c1cccc(NC(=O)c2ccc(=O)[nH]c2)c1
  -3%	-1.7%	-10%	-6%	-3%	-2%	-2%	5%	0%	2%	5
CCOc1ccc(-n2c(=O)c3sccc3n(Cc3cccc([N+](=O)[O-])c3)c2=O)cc1
  3%	-0.2%	10%	7%	6%	-1%	-10%	5%	10%	3%	5
CC(=O)Nc1cc2nc(C)n(Cc3ccc([N+](=O)[O-])cc3)c2nc1C
  1%	-0.4%	-1%	4%	-1%	-2%	0%	7%	-1%	6%	-2
Cc1ccc(C)c(NC(=O)COC(=O)c2cccc3c2C(=O)c2ccccc2C3=O)c1
  -7%	-0.5%	10%	23µM*	2%	3%	-4%	-4%[46.1 µM]	1%	-13%	1

Quoted at random: 3 records from the list
Values run as follows: uPA surface inh	B2AR arrestin	Mito fusion yeast	ELG1 DNA repair	Tb PFK inh	Eya2 inh	PTAP TSG101 blk	TCR act	USP2a block	Chronic BCR inh	TSHR antagonist
CCOC(=O)c1c(N)sc(C(O)(C(F)(F)F)C(F)(F)F)c1-c1ccccc1
  8%	0.0%	2%	u	-4%	-8%	-5%	x	-1%	-9%	10
CC(=O)Nc1cc2nc(C)n(Cc3ccc([N+](=O)[O-])cc3)c2nc1C
  1%	-0.4%	-1%	4%	-1%	-2%	0%	7%	-1%	6%	-2
CCOc1ccc(-n2c(=O)c3sccc3n(Cc3cccc([N+](=O)[O-])c3)c2=O)cc1
  3%	-0.2%	10%	7%	6%	-1%	-10%	5%	10%	3%	5

New compounds follow
Values run as follows: uPA surface inh	B2AR arrestin	Mito fusion yeast	ELG1 DNA repair	Tb PFK inh	Eya2 inh	PTAP TSG101 blk	TCR act	USP2a block	Chronic BCR inh	TSHR antagonist
Cc1ccc(-n2c(SCC(=O)NCc3ccco3)nc3sc4c(c3c2=O)CC(C)(C)SC4)cc1
  -2%	-0.5%	-4%	-13%	0%	8%	0%	5%	1%	-10%	-2
O=C(COC(=O)c1cc([N+](=O)[O-])ccc1N1CCOCC1)NCc1ccc(F)cc1
  -3%	0.0%	-2%	-13%	-4%	-11%	0%	x	0%	-11%	21
COCCCN(CC(=O)O)S(=O)(=O)c1ccccc1
  3%	0.0%	9%	4%	0%	-6%	3%	3%	-2%	-1%	-5
CCOC(=O)N1CCN(C(=O)c2ccc(CNS(=O)(=O)c3ccc(OC)cc3)cc2)CC1
  -2%	-0.3%	6%	u	0%	-14%	-4%	0%	0%	-4%	-11
O=C(Nc1ccccc1Cc1ccccc1)c1oc2ccccc2c1COc1ccccc1
  3%	-0.9%	-1%	0%	-1%	-1%	-1%	5%[46.1 µM]	4%	3%	13
CC1CC(Nc2ccccc2)c2ccccc2N1C(=O)c1ccccc1F (configuration not stated)
  u	-0.3%	0%	-12%	1%	1%	-6%	-4%	0%	-1%	4
COc1ccc(C(=O)N/N=C(\C)Cn2nc([N+](=O)[O-])cc2C)cc1
  -3%	-0.3%	0%	7%	7%	-19%	-2%	-1%	4%	-3%	17

Compound activity (PubChem BioAssay)
